High-throughput results deposited in PubChem BioAssay by several laboratories.
Fh CTSL1 inh: Fasciola hepatica cathepsin L1 inhibitors, primary screen, counter-screen for PFM18AAP inhibitor project, biochemical, QFRET, fluorogenic peptide substrate. recombinant F. hepatica cathepsin L1, Z-Leu-Arg-MCA fluorescence. inhibition, % at 5.96 µM. 0.49% of 300,000 active;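 active means inhibition above the mean of all tested compounds plus 3 SD, set per screening campaign, cut at about 17% in these data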;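 further: 0% = plate median of test compound wells and 100% = 1 µM Z-Phe-Ala-diazomethylketone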
EBNA-1 inh: EBNA-1 DNA-binding inhibitors, primary screen, biochemical, fluorescence polarization | inhibition, % at 14.8 µM | 0.34% of 300,000 active; in the data active means inhibition above about 28%
ZTA counter: counter-screen for EBNA-1 inhibitors: inhibitors of Epstein-Barr virus ZTA; ZTA-DNA binding, fluorescence polarization; inhibition, % at 11 µM; 0.15% of 320,000 active; AID 2234; in the data active means inhibition above about 33%
Target sequence (P03206 whole entry, looked up): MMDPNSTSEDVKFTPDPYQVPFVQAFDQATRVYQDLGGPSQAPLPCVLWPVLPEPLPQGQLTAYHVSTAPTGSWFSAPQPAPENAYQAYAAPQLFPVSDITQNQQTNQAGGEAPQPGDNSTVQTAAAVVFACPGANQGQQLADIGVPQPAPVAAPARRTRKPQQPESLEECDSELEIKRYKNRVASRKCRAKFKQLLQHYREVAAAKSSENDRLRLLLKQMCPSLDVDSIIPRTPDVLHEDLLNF
PP1 counter: PP1-alpha phosphatase inhibitors, primary screen, counter-screen for PP5 inhibitor project, biochemical, fluorescence, OMFP substrate, single point; purified PP1alpha; inhibition, % at 6.7 µM; 0.9% of 320,000 active; AID 2235, 2010;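 active means inhibition above the mean inhibition of all tested compounds plus 3 SD, computed separately for each screening campaign, cut at about 15% in these data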
Target sequence (P62136 whole entry, looked up): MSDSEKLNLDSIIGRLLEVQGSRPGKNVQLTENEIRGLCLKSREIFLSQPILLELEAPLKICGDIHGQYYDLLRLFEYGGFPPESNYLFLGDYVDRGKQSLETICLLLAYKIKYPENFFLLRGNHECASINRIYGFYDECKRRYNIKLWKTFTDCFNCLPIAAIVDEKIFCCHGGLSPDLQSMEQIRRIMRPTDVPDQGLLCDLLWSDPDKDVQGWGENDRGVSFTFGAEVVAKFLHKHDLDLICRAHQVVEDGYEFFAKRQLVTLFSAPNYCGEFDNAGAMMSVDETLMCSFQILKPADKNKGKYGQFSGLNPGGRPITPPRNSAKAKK
TPT1 inhibitor: Candida albicans TPT1 enzyme inhibitors, primary screen, biochemical, fluorescence polarization; recombinant caTPT1, FP RNA substrate dephosphorylation; inhibition, % at 5 µM; 0.81% of 300,000 active;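 active means inhibition above the mean of all tested compounds plus 3 SD, set per screening campaign, cut at about 24% in these data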;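 further: plate controls were DMSO alone for no effect and ferristatin control at 100 nM for full effect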
Efflux pump inh: inhibitors of Candida efflux pumps in yeast, primary screen, S. cerevisiae, Nile Red, multiplex | inhibition, % at 10 µM | S. cerevisiae Candida pump triplex | 0.44% of 330,000 active | AID 485275, 2010;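 active means plate passing quality check with inhibition over a set limit, or well fluorescence over plate mean plus 4 SD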;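 further: Nile Red retained in pooled yeast measured as flow cytometry median fluorescence; 0% = buffer negative control and 100% = Enniatin B positive control; higher means more Nile Red kept so more efflux inhibition; some compounds called inactive have numbers as strong as hits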
core dimer inh: inhibitors of HCV core protein dimerization, primary screen, biochemical, TR-FRET, high-throughput | TR-FRET GST/Flag-core106 dimerization, 1536-well | inhibition, % at 5 µM | AID 1899, 2009 | 0.33% of 300,000 active;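 active means inhibition above the mean of all tested compounds plus 3 SD, set per screening campaign, cut at about 45% in these data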
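assay system = GST-tagged and Flag-tagged HCV core protein residues 1-106 | controls = unlabelled core106 and no-GST-core106 wells | incubation = compound-protein-antibody incubation 4 h at 22.5 °C | probe or stimulus = Eu donor and XL665 acceptor anti-tag antibodies | read-out = % inhibition based on acceptor/donor emission ratio | signal = TR-FRET 671 and 617 nm emission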
PP5 primary: PP5 phosphatase inhibitors, primary screen, biochemical, fluorescence. 0.18% of 320,000 active. Serine/threonine-protein phosphatase 5 (Homo sapiens), P53041. purified PP5c, OMFP substrate fluorescence. inhibition, % at 6.7 µM;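 active means inhibition above the campaign's mean inhibition across all tested compounds plus 3 SD, cut at about 9.5% in these data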;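 further: 0% = DMSO only and 100% = 100 µM cantharidin control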
Target sequence (P53041 whole entry, looked up): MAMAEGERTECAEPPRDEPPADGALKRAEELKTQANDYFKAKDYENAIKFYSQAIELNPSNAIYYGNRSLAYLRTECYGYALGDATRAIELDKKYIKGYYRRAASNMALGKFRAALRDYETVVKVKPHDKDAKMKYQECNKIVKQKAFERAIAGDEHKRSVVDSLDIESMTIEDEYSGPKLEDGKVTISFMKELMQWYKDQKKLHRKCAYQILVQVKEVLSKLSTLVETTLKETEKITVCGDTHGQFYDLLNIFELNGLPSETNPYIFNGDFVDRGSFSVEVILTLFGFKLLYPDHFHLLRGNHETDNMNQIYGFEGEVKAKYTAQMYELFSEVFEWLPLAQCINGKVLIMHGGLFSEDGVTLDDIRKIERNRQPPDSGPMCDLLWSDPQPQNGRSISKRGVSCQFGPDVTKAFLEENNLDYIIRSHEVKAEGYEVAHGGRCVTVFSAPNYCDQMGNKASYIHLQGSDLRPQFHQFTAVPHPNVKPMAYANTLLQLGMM
PREPL inhibitor: PREPL enzyme inhibitors, primary screen, biochemical, fluorescence polarization; recombinant PREPL, fluorescence polarization activity-based probe; inhibition, % at 5.96 µM; 0.68% of 320,000 active; AID 2751, 2010; in the data active means inhibition above about 43%;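 further: 0% = enzyme with DMSO and 100% = wells lacking enzyme; many of its hits are not listed in these tables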
An asterisk follows results filed as active. Only part of the results is shown. The share of hits here may be higher or lower than overall.

What do the screens show for `CC(C)c1ccc(NC(=O)CSc2nc(-c3ccccc3F)nc3nc[nH]c23)cc1`?
Fh CTSL1 inh: 2; EBNA-1 inh: -2; ZTA counter: 10; PP1 counter: 3; TPT1 inhibitor: 12; Efflux pump inh: 0.3; core dimer inh: -23; PP5 primary: 0.2; PREPL inhibitor: -13

Results for COc1cc2c(cc1OC)C1=C(C#N)CCC(=NC(=O)c3ccc(Cl)cc3)N1CC2 ?
Fh CTSL1 inh: -1; EBNA-1 inh: -4; ZTA counter: 4; PP1 counter: -5; TPT1 inhibitor: 2; Efflux pump inh: -0.1; core dimer inh: -2; PP5 primary: 2.5; PREPL inhibitor: 8

How did NC(=O)c1cc(-c2cccnc2)nc2ccc(Br)cc12 do in these assays?
Fh CTSL1 inh: 0; EBNA-1 inh: -7; ZTA counter: 1; PP1 counter: -5; TPT1 inhibitor: 2; Efflux pump inh: 0.4; core dimer inh: -1; PP5 primary: -1.6; PREPL inhibitor: -1

How did COc1ccc(CCNC(=O)c2cccc(NC(=O)CC3SC(N4CCCCC4)=NC3=O)c2)cc1OC (stereo not given) do in these assays?
Fh CTSL1 inh: -2; EBNA-1 inh: 5; ZTA counter: 13; PP1 counter: -1; TPT1 inhibitor: 2; Efflux pump inh: 0.2; core dimer inh: 5; PP5 primary: 0.0; PREPL inhibitor: 3

Results for Cc1ccc(-n2ncc3c(N4CCC5(CC4)OCCO5)ncnc32)c(C)c1 ?
Fh CTSL1 inh: -2; EBNA-1 inh: 2; ZTA counter: -2; PP1 counter: -3; TPT1 inhibitor: 1; Efflux pump inh: -0.1; core dimer inh: 0; PP5 primary: -0.4; PREPL inhibitor: -2

Results for c1ccc(-c2nn3c(Cn4cnc5ccccc54)nnc3s2)cc1 ?
Fh CTSL1 inh: 5; EBNA-1 inh: -3; ZTA counter: -6; PP1 counter: -2; TPT1 inhibitor: -1; Efflux pump inh: 0.0; core dimer inh: 2; PP5 primary: 1.2; PREPL inhibitor: -6

How did COc1cc(CNc2ccc(N3CCOCC3)c(C(=O)O)c2)ccc1OCC(N)=O do in these assays?
Fh CTSL1 inh: -1; EBNA-1 inh: -9; ZTA counter: -18; PP1 counter: -5; TPT1 inhibitor: -3; Efflux pump inh: 0.5; core dimer inh: -7; PP5 primary: -3.8; PREPL inhibitor: 10

Results for CCCCn1c(N)c(N(CC(C)C)C(=O)c2ccco2)c(=O)[nH]c1=O ?
Fh CTSL1 inh: 0; EBNA-1 inh: -7; ZTA counter: 0; PP1 counter: -8; TPT1 inhibitor: -1; Efflux pump inh: 0.0; core dimer inh: 0; PP5 primary: -2.6; PREPL inhibitor: 6

How did CCOc1ccc(-n2c(C)c(C(C)=O)c3cc(OCC(N)=O)ccc32)cc1 do in these assays?
Fh CTSL1 inh: 2; EBNA-1 inh: 1; ZTA counter: -9; PP1 counter: 1; TPT1 inhibitor: 1; Efflux pump inh: 0.0; core dimer inh: 4; PP5 primary: -2.0; PREPL inhibitor: 13

Results for CCOC(=O)CCSc1n[nH]c(=S)s1 ?
Fh CTSL1 inh: -1; EBNA-1 inh: -1; ZTA counter: 3; PP1 counter: -5; TPT1 inhibitor: -3; Efflux pump inh: 0.0; core dimer inh: -1; PP5 primary: 0.1; PREPL inhibitor: 2

What do the screens show for `CCOC(=O)C1(Cc2cccc(OC)c2)CCN(Cc2cccn2-c2nccs2)CC1`?
Fh CTSL1 inh: -4; EBNA-1 inh: -16; ZTA counter: 2; PP1 counter: 3; TPT1 inhibitor: -3; Efflux pump inh: 0.4; core dimer inh: 4; PP5 primary: 4.2; PREPL inhibitor: 3

How did CCNC(=S)NNC(=O)Cn1nc(C)cc1C do in these assays?
Fh CTSL1 inh: 6; EBNA-1 inh: 15; ZTA counter: 7; PP1 counter: -4; TPT1 inhibitor: -2; Efflux pump inh: -0.3; core dimer inh: -1; PP5 primary: -1.1; PREPL inhibitor: 1

Results for c1ccc(NCc2ccncc2)cc1 ?
Fh CTSL1 inh: 2; EBNA-1 inh: 9; ZTA counter: -2; PP1 counter: 0; TPT1 inhibitor: -1; Efflux pump inh: 0.0; core dimer inh: 1; PP5 primary: -0.7; PREPL inhibitor: 7

How did COc1ccc(N(CC(=O)NCCSc2ccccc2)S(=O)(=O)c2ccccc2)cc1OC do in these assays?
Fh CTSL1 inh: 2; EBNA-1 inh: -3; ZTA counter: 7; PP1 counter: -2; TPT1 inhibitor: -4; Efflux pump inh: 0.0; core dimer inh: 11; PP5 primary: 1.8; PREPL inhibitor: -1

Results for CCOc1ccc2nc(SCC(=O)Nc3cc4c(cc3C(C)=O)OCO4)[nH]c2c1 ?
Fh CTSL1 inh: -2; EBNA-1 inh: 2; ZTA counter: 11; PP1 counter: 4; TPT1 inhibitor: 0; Efflux pump inh: 0.1; core dimer inh: 5; PP5 primary: 1.5; PREPL inhibitor: -3

Results for CCCCn1c(N)c(N(CCC)C(=O)C2CCCC2)c(=O)[nH]c1=O ?
ZTA counter: 3; PP1 counter: -5; Efflux pump inh: -0.1; PP5 primary: 0.3; PREPL inhibitor: 0

How did CCOc1ccc(NC(=O)Nc2cnccn2)cc1 do in these assays?
Fh CTSL1 inh: -2; EBNA-1 inh: -5; ZTA counter: 1; PP1 counter: 3; TPT1 inhibitor: -2; Efflux pump inh: 0.0; core dimer inh: -6; PP5 primary: -0.9; PREPL inhibitor: 1

How did CCCCn1c(N)c(N(CCC(C)C)C(=O)COC(=O)c2ccco2)c(=O)[nH]c1=O do in these assays?
Fh CTSL1 inh: 4; EBNA-1 inh: -1; ZTA counter: -7; PP1 counter: -4; TPT1 inhibitor: 0; Efflux pump inh: 0.1; core dimer inh: 2; PP5 primary: 1.4; PREPL inhibitor: 3

How did S=C(NCc1ccccc1)Nc1cccc(Cl)c1 do in these assays?
Fh CTSL1 inh: -3; EBNA-1 inh: 9; ZTA counter: -17; PP1 counter: 5; TPT1 inhibitor: 3; Efflux pump inh: 0.0; core dimer inh: 1; PP5 primary: 4.7; PREPL inhibitor: -8

Results for CC(C)C1OC(c2cccc(NC(=O)c3cccs3)c2)OCC1(C)C (stereo not given) ?
Fh CTSL1 inh: 1; EBNA-1 inh: -7; ZTA counter: -2; PP1 counter: 2; TPT1 inhibitor: 5; Efflux pump inh: 0.4; core dimer inh: 5; PP5 primary: 4.3; PREPL inhibitor: -17

2 entries picked at random from those above:
How did CCCCn1c(N)c(N(CCC(C)C)C(=O)COC(=O)c2ccco2)c(=O)[nH]c1=O do in these assays?
Fh CTSL1 inh: 4; EBNA-1 inh: -1; ZTA counter: -7; PP1 counter: -4; TPT1 inhibitor: 0; Efflux pump inh: 0.1; core dimer inh: 2; PP5 primary: 1.4; PREPL inhibitor: 3

What do the screens show for `CCOC(=O)C1(Cc2cccc(OC)c2)CCN(Cc2cccn2-c2nccs2)CC1`?
Fh CTSL1 inh: -4; EBNA-1 inh: -16; ZTA counter: 2; PP1 counter: 3; TPT1 inhibitor: -3; Efflux pump inh: 0.4; core dimer inh: 4; PP5 primary: 4.2; PREPL inhibitor: 3

Returning to the listing with the two entries that preceded the break.
How did S=C(NCc1ccccc1)Nc1cccc(Cl)c1 do in these assays?
Fh CTSL1 inh: -3; EBNA-1 inh: 9; ZTA counter: -17; PP1 counter: 5; TPT1 inhibitor: 3; Efflux pump inh: 0.0; core dimer inh: 1; PP5 primary: 4.7; PREPL inhibitor: -8

Results for CC(C)C1OC(c2cccc(NC(=O)c3cccs3)c2)OCC1(C)C (stereo not given) ?
Fh CTSL1 inh: 1; EBNA-1 inh: -7; ZTA counter: -2; PP1 counter: 2; TPT1 inhibitor: 5; Efflux pump inh: 0.4; core dimer inh: 5; PP5 primary: 4.3; PREPL inhibitor: -17

What do the screens show for `COC(=O)c1c(CSc2cccc(C)c2)noc1C(=O)NCc1ccco1`?
Fh CTSL1 inh: 2; EBNA-1 inh: -6; ZTA counter: 8; PP1 counter: 5; TPT1 inhibitor: -1; Efflux pump inh: 0.1; core dimer inh: 19; PP5 primary: 4.4; PREPL inhibitor: -18

What do the screens show for `O=C(CSc1ccc2nnc(-c3cccc(F)c3)n2n1)N1CCCc2ccccc21`?
Fh CTSL1 inh: -3; EBNA-1 inh: -4; ZTA counter: 5; PP1 counter: 6; TPT1 inhibitor: 4; Efflux pump inh: 0.2; core dimer inh: 8; PP5 primary: -6.9; PREPL inhibitor: 10

How did CCC(=O)Nc1sc(C(=O)OC)c(C)c1C(=O)OC do in these assays?
Fh CTSL1 inh: -1; EBNA-1 inh: 6; ZTA counter: 8; PP1 counter: -6; TPT1 inhibitor: 1; Efflux pump inh: -0.1; core dimer inh: 1; PP5 primary: 2.4; PREPL inhibitor: 16

Results for OCc1ccc2c(c1)c(-c1ccc3c(c1)OCCO3)c(-c1ccccc1)n2-c1ccccc1 ?
ZTA counter: 11; PP1 counter: -3; Efflux pump inh: -0.1; PP5 primary: 3.4; PREPL inhibitor: 11

What do the screens show for `O=C(NCC1CCCO1)C(c1cccs1)N(C(=O)c1ccc(CN2CCOCC2)o1)c1ccc(Cl)cc1` (stereo not given)?
Fh CTSL1 inh: -3; EBNA-1 inh: 6; ZTA counter: -15; PP1 counter: -2; TPT1 inhibitor: -1; Efflux pump inh: 0.2; core dimer inh: -2; PP5 primary: 2.0; PREPL inhibitor: 14

Results for COc1ccccc1CN1CC(C(=O)NCc2c(F)ccc(C)c2F)CCC1=O (stereo not given) ?
Fh CTSL1 inh: -2; EBNA-1 inh: -20; ZTA counter: -26; PP1 counter: -4; TPT1 inhibitor: 0; Efflux pump inh: 0.1; core dimer inh: -11; PP5 primary: -0.4; PREPL inhibitor: 12

Results for CC(C)CCN(C(=S)Nc1cccc(F)c1)C(C)c1cccs1 (stereo not given) ?
Fh CTSL1 inh: 3; EBNA-1 inh: -6; ZTA counter: 10; PP1 counter: -1; TPT1 inhibitor: 1; Efflux pump inh: -0.1; core dimer inh: 9; PP5 primary: 0.8; PREPL inhibitor: -2

Results for CCOc1ccc(/C=C2\SC(=S)N(CCC(=O)O)C2=O)cc1 ?
Fh CTSL1 inh: 3; EBNA-1 inh: 7; ZTA counter: -15; PP1 counter: -1; TPT1 inhibitor: -2; Efflux pump inh: -0.4; core dimer inh: 1; PP5 primary: 0.5; PREPL inhibitor: 9

What do the screens show for `CCCOC(=O)c1ccc(NC(=O)c2cccc(S(=O)(=O)N3CCN(C(C)=O)CC3)c2)cc1`?
Fh CTSL1 inh: 1; EBNA-1 inh: 4; ZTA counter: -3; PP1 counter: 1; TPT1 inhibitor: -4; Efflux pump inh: -0.2; core dimer inh: 0; PP5 primary: 2.6; PREPL inhibitor: -4

Results for COc1cc(CCC(=O)NCC2CCCO2)cc(OC)c1OC (stereo not given) ?
Fh CTSL1 inh: -2; EBNA-1 inh: -4; ZTA counter: 1; PP1 counter: -19; TPT1 inhibitor: -1; Efflux pump inh: 0.4; core dimer inh: 5; PP5 primary: 2.4; PREPL inhibitor: 5

Results for O=C1CC(c2ccccc2Cl)c2c(sc3c(=O)[nH]c(CCl)nc23)N1 (stereo not given) ?
Fh CTSL1 inh: -3; EBNA-1 inh: -7; ZTA counter: -17; PP1 counter: -7; TPT1 inhibitor: 2; Efflux pump inh: 0.1; core dimer inh: 0; PP5 primary: 0.2; PREPL inhibitor: -18

Results for CC[C@H](C)C(C(=O)N1CCN(C(=O)OC(C)(C)C)CC1)n1cc(C(CC(C)C)NC(=O)OC(C)(C)C)nn1 (stereo not given in full) ?
Fh CTSL1 inh: 4; EBNA-1 inh: -14; ZTA counter: -3; PP1 counter: 2; TPT1 inhibitor: -2; core dimer inh: 3; PP5 primary: 5.3; PREPL inhibitor: 0
